UHRF1 binding: human UHRF1 methylated DNA binding inhibitors; 370,000 compounds, 0.75% hits; UHRF1 binding to methylated oligo, TR-FRET; inhibition, % at 4.4 µM; Q96T88; in the data active = inhibition above about 21%;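 note: UHRF1 SRA domain binding a hemimethylated CpG hairpin DNA probe; 0% = median of test compound wells and 100% = reference inhibitor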
Target sequence (Q96T88 whole entry, looked up, the tested form may be a part): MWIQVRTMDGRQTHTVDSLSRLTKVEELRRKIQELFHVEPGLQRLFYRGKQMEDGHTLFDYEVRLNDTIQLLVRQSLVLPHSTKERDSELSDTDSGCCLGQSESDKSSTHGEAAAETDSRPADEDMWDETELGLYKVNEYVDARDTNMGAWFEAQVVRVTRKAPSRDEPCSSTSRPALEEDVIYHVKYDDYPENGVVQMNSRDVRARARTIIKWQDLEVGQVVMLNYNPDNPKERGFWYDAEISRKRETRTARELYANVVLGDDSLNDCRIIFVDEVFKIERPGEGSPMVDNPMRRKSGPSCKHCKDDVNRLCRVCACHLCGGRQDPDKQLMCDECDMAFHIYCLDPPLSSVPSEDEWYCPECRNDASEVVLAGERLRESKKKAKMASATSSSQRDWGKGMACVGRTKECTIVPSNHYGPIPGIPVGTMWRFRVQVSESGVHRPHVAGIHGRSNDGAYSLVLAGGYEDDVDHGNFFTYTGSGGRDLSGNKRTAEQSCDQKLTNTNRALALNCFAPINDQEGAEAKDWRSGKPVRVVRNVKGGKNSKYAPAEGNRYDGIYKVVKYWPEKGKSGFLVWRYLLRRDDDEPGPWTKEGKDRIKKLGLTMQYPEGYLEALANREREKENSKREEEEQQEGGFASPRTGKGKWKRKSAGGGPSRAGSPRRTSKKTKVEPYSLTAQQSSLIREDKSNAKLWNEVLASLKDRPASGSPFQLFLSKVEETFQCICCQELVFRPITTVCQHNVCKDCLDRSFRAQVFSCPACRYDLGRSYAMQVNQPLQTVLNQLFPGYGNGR
rCAG RNA binder: molecules binding r(CAG) RNA repeats | r(CAG) RNA repeat, TO-PRO-1 dye displacement fluorescence | inhibition, % at 3 µM | 370,000 compounds, 1.3% hits | AID 651821;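 active = inhibition above the plate cutoff, the mean of all test compounds on that plate plus 3 SD, cut at about 35% in these data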;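 note: 0% = DMSO alone and 100% = 100 µM mitoxantrone as full dye displacement; higher means more dye released from RNA so lower well fluorescence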
TCR-CD3 inh: inhibitors of human TCR-CD3 interaction; TAMRA-labeled TCR probe fluorescence, biochemical; inhibition, % at 9.4 µM; 360,000 compounds, 0.37% hits; in the data active = inhibition above about 19%;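 note: recombinant mutant TCR 2C K166C tagged with TAMRA read by polarization; 0% = receptor in buffer alone and 100% = receptor with positive control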
Rev-erbA mod: Rev-erb alpha (human) modulation. P20393. AID 1259318. 370,000 compounds, 0.79% hits. Rev-erbα–FITC-DNA binding, fluorescence polarization, 90 min. activity, % at 10 µM;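 active = activity above about 14%, limit read from the data; passing the limit was not always enough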;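 note: 0% = DMSO wells with 35 nM protein and 100% = DMSO wells with 750 nM protein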
MBD2 inh: inhibitors of human MBD2 binding to methylated oligonucleotide; TR-FRET; inhibition, % at 4.4 µM; 370,000 compounds, 0.31% hits; in the data active = inhibition above about 13%
mABHD4 FP: ABHD4 (mouse) inhibition, primary FP screen | Q8VD66 | purified mABHD4, FP-Rh probe fluorescence polarization | inhibition, % at 8.92 µM | 370,000 compounds, 0.54% hits | AID 720543;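 active = inhibition exceeding the mean over every tested compound plus 3 SD, cut at about 30% in these data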;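 note: 0% = plate median of compound wells and 100% = S159A mutant with DMSO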
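Material: mouse ABHD4 enzyme, wild type; Benchmarks: S159A mutant high control, sample median low control; Buffer or medium: HEPES pH 7.0, NaCl, Pluronic buffer; Signal: fluorescence polarization; Read-out: percent inhibition of probe binding, normalized to plate controls; Timing: pre-incubation 45 min, probe exposure 60 min, at 25 °C; Dosing: 8.92 µM, single dose.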
LEDGF integ inh: blocks HIV-1 LEDGF/p75-dependent DNA integration; TR-FRET IN-LEDGF/p75 DNA integration, Eu/Cy5; inhibition, % at 3.7 µM; 370,000 compounds, 0.64% hits; AID 743269;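 active = inhibition above the screen-wide mean plus 3 SD, cut at about 13% in these data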;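 note: signal is the Cy5 over europium emission ratio at 671 and 618 nm; 0% = plate median of compound wells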
PRMT1 FP inh: inhibitors of human PRMT1 | recombinant PRMT1, activity-based probe fluorescence polarization | Q99873 | 370,000 compounds, 1.3% hits | inhibition, % at 2.79 µM;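 active = inhibition above about 21% made by adding two undisclosed values, limit read from the data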
PG9 Ab binder: small molecules binding HIV-1 gp120 antibody PG9 | TR-FRET gp120-PG9 antibody binding | inhibition, % at 6.7 µM | 360,000 compounds, 0.43% hits | AID 624416; in the data active = inhibition above about 8.5%
HTRA1 inh: HTRA1 (human) protease inhibition; Q92743; recombinant HTRA1, FP-rhodamine activity-based probe, fluorescence polarization; inhibition, % at 5.96 µM; 340,000 compounds, 0.5% hits; AID 504803; in the data active = inhibition above about 36%;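 note: 0% = enzyme with DMSO and 100% = wells lacking enzyme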
* = called active by the depositor; x = no result given. Some of the compounds tested. The share of hits here may be higher or lower than overall.

The first 3 compounds as a preview:
Structure	UHRF1 binding	rCAG RNA binder	TCR-CD3 inh	Rev-erbA mod	MBD2 inh	mABHD4 FP	LEDGF integ inh	PRMT1 FP inh	PG9 Ab binder	HTRA1 inh
CC1(C(=O)NS(=O)(=O)c2ccc(C#N)cc2)CCN1C(=O)Cc1cc(F)ccc1F (configuration not stated)	1	3	-2	2	0	10	-3	8	-2.2	x
O=C(O)CCCNS(=O)(=O)/C=C/c1ccccc1	-2	1	-1	1	-2	-4	-2	-5	0.0	8
CCCCn1nc(C(=O)N[C@@H](CCSC)c2nc3ccccc3[nH]2)c2ccccc2c1=O	2	4	-5	0	-2	-1	0	-1	-1.1	-2

The whole of this part (from the top)
Structure	UHRF1 binding	rCAG RNA binder	TCR-CD3 inh	Rev-erbA mod	MBD2 inh	mABHD4 FP	LEDGF integ inh	PRMT1 FP inh	PG9 Ab binder	HTRA1 inh
CC1(C(=O)NS(=O)(=O)c2ccc(C#N)cc2)CCN1C(=O)Cc1cc(F)ccc1F (configuration not stated)	1	3	-2	2	0	10	-3	8	-2.2	x
O=C(O)CCCNS(=O)(=O)/C=C/c1ccccc1	-2	1	-1	1	-2	-4	-2	-5	0.0	8
CCCCn1nc(C(=O)N[C@@H](CCSC)c2nc3ccccc3[nH]2)c2ccccc2c1=O	2	4	-5	0	-2	-1	0	-1	-1.1	-2
COc1ccc(N2CCN(CCNC(=O)Nc3ccc(C)c(Cl)c3)CC2)cc1	2	0	-8	-3	2	9	-3	2	0.0	8
CC(C)CC(=O)Nc1ccc(C(=O)CN2C(=O)NC3(CCOc4ccccc43)C2=O)cc1 (configuration not stated)	3	3	-8	5	0	-10	1	0	-2.2	-22
O=C(CN1CCN(C2CCCCC2)CC1)c1c[nH]c2ccccc12	2	-3	-3	2	-1	-2	3	1	-0.5	0
CCCCC(=O)NC1=C(C(=O)OC)SCC1	-4	2	8	-5	-3	3	-1	-1	-2.4	-2
COc1ccc(S(=O)(=O)Nc2cc3c4c(c2)CCN4C(=O)CC3)cc1OC	0	0	5	3	2	-2	2	-2	-0.6	4
CCOc1ccc(S(=O)(=O)N2CCCC(C(=O)NCc3cccnc3)C2)cc1Cl (configuration not stated)	1	3	4	-2	5	-8	-5	1	1.6	4
C=CCCCCCCCCC(=O)NN	0	-2	-9	2	4	8	1	1	-1.8	4
CCC(O)(C(=O)Nc1ccccc1C(F)(F)F)c1ccccc1OC (configuration not stated)	-2	-3	5	6	-2	-7	2	-3	-0.8	-2
CN1CCN(C(=O)c2cccc(-c3ccc4nncn4c3)c2)CC1	0	2	4	2	-6	4	1	-1	-0.1	x
CCCCCCSc1cc(-c2nc3ccc(Cl)cn3c2NC2CCCCC2)ccc1OC	58*	-2	-3	11	0	2	0	1	0.0	-11
O=C(CN1C(=O)NC2(CCCc3ccccc32)C1=O)NCC(F)(F)F (configuration not stated)	-1	12	-6	-2	2	0	3	0	-2.8	7
Cc1noc(NS(=O)(=O)c2ccc(NC(=O)c3ccccc3NS(=O)(=O)c3ccc(F)cc3)cc2)c1C	-2	68*	-3	-2	2	4	3	2	-0.5	0

Some values from above:
Entry of CCCCCCSc1cc(-c2nc3ccc(Cl)cn3c2NC2CCCCC2)ccc1OC in HTRA1 inh: -11
Entry of O=C(CN1C(=O)NC2(CCCc3ccccc32)C1=O)NCC(F)(F)F (configuration not stated) in UHRF1 binding: -1
Entry of Cc1noc(NS(=O)(=O)c2ccc(NC(=O)c3ccccc3NS(=O)(=O)c3ccc(F)cc3)cc2)c1C in PRMT1 FP inh: 2
Entry of CCOc1ccc(S(=O)(=O)N2CCCC(C(=O)NCc3cccnc3)C2)cc1Cl (configuration not stated) in mABHD4 FP: -8
Entry of CC(C)CC(=O)Nc1ccc(C(=O)CN2C(=O)NC3(CCOc4ccccc43)C2=O)cc1 (configuration not stated) in HTRA1 inh: -22

(cont.)
Structure	UHRF1 binding	rCAG RNA binder	TCR-CD3 inh	Rev-erbA mod	MBD2 inh	mABHD4 FP	LEDGF integ inh	PRMT1 FP inh	PG9 Ab binder	HTRA1 inh
O=C(NCc1cc(Cl)cc(Cl)c1)c1ccc2sc([C@@H]3O[C@H](CO)[C@H](O)[C@H](O)[C@H]3O)nc2c1	1	3	5	-4	5	5	-1	11	1.1	x
OCCN(CCO)CC(O)CN(c1ccccc1)c1ccccc1 (configuration not stated)	-3	-3	12	-6	-5	3	-9	-1	1.0	3
CC(C)NC(=O)C1(C)CCCN1C(=O)c1ccc2c(c1)C(C)(C)CCC2(C)C (configuration not stated)	-1	-1	-2	-2	-2	-2	1	-6	-1.8	x
O=C(Cc1ccc(Cl)cc1)NNc1c(F)c(F)cc(F)c1F	1	-2	0	-6	1	-5	2	-6	-0.5	1
Cc1ccccc1NC(=O)CN1CCN(C(=O)c2ccco2)CC1	0	-4	-7	3	5	7	5	4	-0.7	4
O=c1cc(Nc2ccc3c(c2)OCCO3)[nH]c(=O)n1Cc1ccc(F)cc1	0	16	-4	-7	0	7	0	-6	-0.4	20
[2H]C(CCOS(N)(=O)=O)c1ccccc1 (configuration not stated)	1	1	-3	-3	1	3	1	1	0.6	2
CC(C)(C)C(=O)N1CCN(c2ccc([N+](=O)[O-])cc2Cl)CC1	14	-7	2	0	6	12	2	5	1.2	-2
O=[N+]([O-])c1ccc(C=NNc2ccccc2)cc1	-2	3	-8	13	6	-2	-2	6	-0.5	17
O=C(CN1CCN(c2ccccc2)CC1)Nc1ccncc1	-2	-6	2	-2	1	2	2	0	-2.2	1
NC(=O)COC(=O)CCCc1nc2ccccc2s1	4	3	1	5	-4	3	6	-1	2.1	2
O=C(CNC(=O)c1nc[nH]c1C(=O)NCc1ccccc1)OCc1ccccc1	-2	-1	-11	-3	-5	-9	1	2	1.9	-12
Cc1ccc(N2CC(C(=O)NC3=NCCS3)CC2=O)cc1 (configuration not stated)	-1	2	4	x	1	-5	2	-2	1.1	-5
COC(=O)c1noc(C)c1-c1ccnn1C(=O)c1ccc(Cl)cc1	6	1	1	-3	-2	-4	5	-4	-1.8	5
COc1ccccc1-c1nc(SCC(=O)N2CCC(C(N)=O)CC2)n[nH]1	7	0	-1	0	0	-1	2	-2	-1.9	2
O=C1CC(Sc2nnnn2C2CCCCC2)C(=O)N1c1ccccc1 (configuration not stated)	1	-2	-1	-1	5	9	1	75*	-0.4	-12
O=C(CN1C(=O)NC2(CCCC2)C1=O)Oc1ccc2ccc(=O)oc2c1	0	0	7	-15	-2	-4	0	2	0.5	-5
O=C(Cn1cnc2c(OCc3ccccc3)ncnc21)NCC1CCCO1 (configuration not stated)	0	1	1	-5	-2	2	-3	3	-1.3	7
Cc1c(C(=O)NCCCN2CCOCC2)sc2nc(-c3ccc(F)cc3)cn12	-4	-5	7	-5	-3	-4	1	-2	-1.3	0
Cc1ccc(S(=O)(=O)N2CCN(c3ncccn3)CC2)c(C)c1	1	-7	-3	-5	2	-4	-5	-3	-2.2	0
O=C(NCc1cccnc1)c1ccc(CS(=O)(=O)Cc2ccc(Cl)cc2)o1	-2	2	7	1	-7	3	1	0	1.0	-2
CCOC(=O)C1(Cc2ccccc2C)CCCN(S(=O)(=O)CC)C1 (configuration not stated)	-2	-8	1	2	-3	6	-3	2	-0.7	4
COc1ccc(Nc2nnc(SCC(=O)N(CC(C)C)C3CCS(=O)(=O)C3)s2)cc1 (configuration not stated)	0	0	0	-1	0	-3	5	2	-3.1	0
S=c1[nH]nc(-c2ccncc2)n1Cc1ccco1	10	1	2	-2	-1	4	-3	2	1.2	6
Cc1cc(C(=O)Nc2cccc(C(=O)O)c2)c(C)o1	1	0	7	6	-4	2	0	-3	-1.4	1
O=C(NCCc1ccc(Cl)cc1)Nc1cccc(Cl)c1	1	5	4	2	-1	-38	-2	-1	0.7	-30
COc1ccc(OCC(=O)Nc2cc(OC)ccc2N2CCCCC2)cc1	-2	-1	6	0	3	-1	0	-1	-2.1	-3
CC(C(=O)C12CC3CC(CC(C3)C1)C2)N1CCOCC1 (configuration not stated)	-1	-5	8	4	-4	2	-1	-4	-0.9	2
O=C1CCC(C(=O)N2CCCCO2)CN1CCc1ccc(Cl)cc1 (configuration not stated)	1	-10	-2	-3	-2	5	-6	4	-0.7	2
O=C(CSc1nc2ccccc2[nH]1)N1CCN(c2ccc(F)cc2)CC1	0	0	3	6	1	4	-6	3	-0.1	-6
N#Cc1c(Cl)cccc1N1CCCC1	4	1	-1	6	-3	6	2	0	-0.4	2
COc1ccc(-c2noc(C3CCCN(C(=O)c4ccc(F)cc4)C3)n2)cc1 (configuration not stated)	-2	-7	3	-2	-3	-4	1	-7	1.6	1
Cc1nnc(NC(=O)c2c(-c3ccccc3)noc2C)s1	-1	0	-3	-2	0	4	-1	2	-0.7	6
